# STK33 kinase inh: inhibitors of purified STK33 kinase, primary screen, biochemical, ADP-Glo luminescence, homogeneous, cell-free; 320,000 compounds, 0.073% hits; AID 2661, 2010; MBP phosphorylation; Serine/threonine-protein kinase 33 (Homo sapiens), Q9BYT3; inhibition, % at 10 µM;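 active = inhibition at or above 25%, using the most active replicate where run in duplicate; inactive = inhibition below 25%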
# Target sequence (Q9BYT3 whole entry, looked up): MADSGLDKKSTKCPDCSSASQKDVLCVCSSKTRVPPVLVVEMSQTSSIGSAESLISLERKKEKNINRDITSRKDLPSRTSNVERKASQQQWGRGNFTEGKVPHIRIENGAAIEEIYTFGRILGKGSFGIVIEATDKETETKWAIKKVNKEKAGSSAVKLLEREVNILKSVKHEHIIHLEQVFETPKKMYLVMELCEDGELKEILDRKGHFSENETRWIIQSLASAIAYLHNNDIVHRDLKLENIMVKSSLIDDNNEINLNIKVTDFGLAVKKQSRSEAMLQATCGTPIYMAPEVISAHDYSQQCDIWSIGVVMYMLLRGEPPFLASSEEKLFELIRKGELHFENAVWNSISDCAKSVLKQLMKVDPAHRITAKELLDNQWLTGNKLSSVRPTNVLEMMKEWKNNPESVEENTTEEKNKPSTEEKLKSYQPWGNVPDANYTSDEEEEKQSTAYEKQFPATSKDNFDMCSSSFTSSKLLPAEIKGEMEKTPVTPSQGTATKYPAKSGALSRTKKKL
# OX1R FRET antag: antagonists of human orexin 1 receptor (OX1R); OX1R-expressing cells, FRET antagonist read-out; 330,000 compounds, 1.8% hits; Orexin/Hypocretin receptor type 1 (Homo sapiens), O43613; inhibition, % at 6.6 µM; in the data active = inhibition mostly above about 38%, no sharp cut-off; inactive = mostly below about 40%;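 note: 0% = agonist challenge alone and 100% = reference antagonist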
# Target sequence (O43613 whole entry, looked up): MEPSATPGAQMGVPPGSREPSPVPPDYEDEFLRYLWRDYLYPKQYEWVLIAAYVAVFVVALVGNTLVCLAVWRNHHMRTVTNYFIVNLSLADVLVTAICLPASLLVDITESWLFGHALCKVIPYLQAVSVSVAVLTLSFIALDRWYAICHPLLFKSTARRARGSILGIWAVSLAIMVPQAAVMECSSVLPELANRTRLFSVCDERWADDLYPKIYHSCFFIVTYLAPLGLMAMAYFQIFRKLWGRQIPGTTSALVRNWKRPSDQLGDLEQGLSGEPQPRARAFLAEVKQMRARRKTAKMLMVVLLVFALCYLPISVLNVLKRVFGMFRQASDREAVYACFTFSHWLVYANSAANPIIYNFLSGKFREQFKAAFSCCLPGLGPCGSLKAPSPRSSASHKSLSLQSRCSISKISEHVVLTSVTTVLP
# Starred values were filed as active, the others as inactive; x = not tested or not shown.
SMILES,STK33 kinase inh,OX1R FRET antag
CC(=O)Nc1ccc(S(=O)(=O)N2CCN(C(=O)c3ncoc3-c3ccccc3C)CC2)cc1,-0.7,4.3
c1ccc2c(c1)nc(Nc1ccc3c(c1)OCO3)c1nnnn12,-0.4,48.6
CN(C)c1oc(-c2ccccc2Cl)nc1C#N,0.1,20.0
COc1ccc(C(=O)Cc2nnc(C)s2)c(OC)c1,0.4,5.0
CSCCC(NC(=O)c1ccccc1Cl)C(=O)N1CCC1 (stereo not drawn),-2.3,22.6
CCC(=O)Nc1cccc(-c2cn3cccc(C)c3n2)c1,-1.3,15.5
Cc1cc(N2C(=O)c3ccc(C(=O)NCc4ccccc4)cc3C2=O)no1,-0.1,11.0
COc1ccccc1Nc1cc(C(=O)NCc2cccnc2)c2ccccc2n1,0.5,10.0
Cn1c(=O)c2cc(S(=O)(=O)NC(C(=O)Nc3cccnc3)c3ccccc3)ccc2n(C)c1=O (stereo not drawn),-2.2,29.3
O=C(c1cc(COc2ccc(F)c(F)c2)on1)N1CCN(C2CCCCC2)C(=O)C1,0.4,14.1
CCOC(=O)C(NC(=O)c1ccccc1)=C1CCCCC1,-2.8,2.2
Cc1ccccc1NC(=O)CC(C)S(=O)(=O)c1ccc2c(c1)NC(=O)CO2 (stereo not drawn),-3.6,-4.5
CN(NC(=O)c1ccc(Cl)cc1)c1cccc(Cl)n1,-0.6,8.0
O=C(COc1ccc(Cl)cc1)NCCN1CCCC1,0.4,-4.2
Cc1ccc(NC(=O)C2C3CCC(O3)C2C(=O)O)c(Br)c1 (stereo not drawn),-0.3,18.0
COc1ccc(Br)cc1C(=O)N/N=C/c1cccnc1,1.7,6.7
COc1ccc(C(=O)NC(=S)NCc2cccnc2)cc1[N+](=O)[O-],0.0,33.2
Cc1cccc(C(=O)Nc2ccc3c(c2)C(=O)NC3=O)c1,-0.9,11.7
Cc1ccc(NC(=O)CSc2nc3[nH]ncc3c(=O)[nH]2)c(C)c1,-0.7,10.4
CCn1c(SCC(=O)N2CCCC2)nnc1-c1ccc(S(=O)(=O)N2CCCCCC2)cc1,0.1,12.0
Cc1ccc(C)c(NC(=O)c2nc(-c3ccccc3)n(-c3ccccc3)n2)c1,-1.9,48.8
Cc1cc(C)c(OCCNCc2ccccc2)c(C)c1,-15.8,-9.5
Cn1c2ccc(CC(=O)O)cc2c2cc(CC(=O)O)ccc21,-1.8,19.6
O=C(Nc1cccc2ccccc12)NC1Cc2ccccc2C1,-2.6,4.6
CCCCNC(=O)N1CCOCCOCCN(C(=O)NCCCC)CCOCCOCC1,-1.0,15.6
Cc1csc2ncc(C(=O)Nc3ccc(C(F)(F)F)cc3)c(=O)n12,-0.7,3.6
CN(C(=O)c1ccc(NC(=O)Cc2cccc(NC(=O)C3CCCN(C(=O)C4CC4)C3)c2)cc1)C1CCCC1 (stereo not drawn),-0.3,5.5
O=C(Nc1ccc(N2CCN(C(=O)c3ccccc3F)CC2)cc1)c1cncc(Br)c1,1.1,9.6
CCOC(=O)C1=C(Nc2ccccc2)CC(C)(O)C(C(=O)OCC)C1c1ccccc1 (stereo not drawn),-0.3,6.9
Cc1nc(SCC(=O)c2ccc(Cl)s2)c2oc3ccccc3c2n1,0.3,15.5
COc1ccc(-n2c(Cc3cccn3C)nnc2SCC(=O)Nc2ccccc2OC)cc1,-1.0,13.2
CCCNC(=O)C1CC(=O)N(c2ccc(OCC(=O)Nc3cc(C)cc(C)c3)cc2)C1 (stereo not drawn),-0.2,15.5
CC(C)(C)C(=O)CC(=O)Nc1ccc(Cl)c(N)c1,-0.1,7.5
COc1ccc(NC(=O)C2C(c3ccccc3)C2(Cl)Cl)c(OC)c1 (stereo not drawn),0.2,7.4
O=C(Cc1n[nH]c(=O)c2ccccc12)OCC(=O)c1ccc(OC(F)F)cc1OC(F)F,-1.0,24.0
COCc1cc(C)n(CC(=O)Nc2ccc3c(c2)OCO3)c(=O)c1C#N,-0.1,17.5

# A section of the results above, as a working copy:
SMILES,STK33 kinase inh,OX1R FRET antag
CC(=O)Nc1ccc(S(=O)(=O)N2CCN(C(=O)c3ncoc3-c3ccccc3C)CC2)cc1,-0.7,4.3
c1ccc2c(c1)nc(Nc1ccc3c(c1)OCO3)c1nnnn12,-0.4,48.6
CN(C)c1oc(-c2ccccc2Cl)nc1C#N,0.1,20.0

# Following part.
SMILES,STK33 kinase inh,OX1R FRET antag
CN(CC(=O)Nc1cccc(F)c1)C(=O)Cn1cnc2c1c(=O)n(C)c(=O)n2C,-0.9,9.9
COc1ccc(N(CC(=O)NCc2ccccc2)S(=O)(=O)c2c(C)noc2C)cc1,-1.5,12.5
Cc1cc(OCC(=O)NC(C)(C)C)ccc1Cl,-1.3,8.9
Cc1ccc(C(=O)NCCNC(=O)COc2ccc(Cl)cc2)cn1,-0.9,17.0
Cn1c(SCC(=O)N2CC(=O)Nc3ccccc32)nc2ccccc2c1=O,2.5,1.9
COc1ccccc1-n1cnnc1SCC(=O)N1CCOCC1,-0.6,-11.5
COc1ccc(OC)c(S(=O)(=O)N/N=C(/C)c2c[nH]c3ccccc23)c1,-0.9,x
O=C(Nc1ccc(S(=O)(=O)Nc2nccs2)cc1)c1ccc(F)c(S(=O)(=O)N2CCOCC2)c1,2.8,18.4
CCOc1ccc(NC(=O)C2CCN(c3nnnn3-c3ccccc3)CC2)cc1,-1.3,9.8
O=C(N/N=C/c1ccco1)C1CC1c1ccccc1 (stereo not drawn),1.4,17.6
COc1cccc(N2C(=O)c3cccnc3C2O)c1 (stereo not drawn),-1.5,x
Cc1ccc(C(=O)N2CC(=O)Nc3ccccc32)o1,-1.7,2.5
C1=C(c2cccc3ccccc23)N2CCN=C2S1,0.4,24.5
Nc1nnnn1/N=C/c1cc(Cl)ccc1O,1.3,-1.4
COc1ccccc1CNC(=O)Cn1cccc1C(=O)c1ccccc1,0.7,14.0
O=S(=O)(CCc1ccccc1)N1CCOCC1,-0.5,9.4
Cc1cccc(CNc2ccc(C(CC(N)=O)NC(=O)c3cccc(Br)c3)cc2[N+](=O)[O-])c1 (stereo not drawn),0.0,15.2
COc1ccc(NC(=O)c2cc(-c3ccccc3Cl)on2)cc1OC,0.4,40.9
CNS(=O)(=O)c1ccc(NCC2COc3ccccc3O2)c([N+](=O)[O-])c1 (stereo not drawn),0.9,20.4
CC(O)[C@H]1CNC(=O)C(=O)N1CCc1cccc(F)c1 (stereo partly drawn),1.9,13.4
COc1cc(CN2CCCC(CO)(Cc3ccccc3C)C2)cc2c1OCO2 (stereo not drawn),0.0,7.6
COC(C/C=C/C(=O)[C@@H](C)OCc1ccccc1)OC,0.0,24.6
CC(C)Cn1c(N)c(C(=O)CSc2nc3ccccc3c(=O)n2CCCN2CCOCC2)c(=O)n(C)c1=O,-1.2,19.9
O=c1[nH]c2sc3c(c2c(=O)n1Cc1ccccc1)CCC3,1.5,31.7
O=C(C1CCCN(S(=O)(=O)c2ccc(F)cc2)C1)N1CCCCC1 (stereo not drawn),0.2,26.4
COc1ccc(CN2C(CC(=O)Nc3cccnc3)c3ccc(C(F)(F)F)cc3S2(=O)=O)cc1 (stereo not drawn),x,12.3
Cc1cc(C)cc(NC(=O)CN2CCc3cc4c(cc3C2C)OCCCO4)c1 (stereo not drawn),4.1,18.1
COc1ccc(NS(=O)(=O)c2ccc(OC)c(NC(=O)CCC3CCCC3)c2)cc1,-0.7,14.8
CCCCCCN(CCCCCC)C(=O)Cc1c(-c2ccc(F)cc2)[nH]c2ccccc12,-2.0,6.7
Cn1c(N)c(C(=O)COC(=O)CCCc2c[nH]c3ccccc23)c(=O)n(C)c1=O,1.0,29.5
C[C@H](CO)N1C[C@H](C)[C@@H](CN(C)C(=O)Nc2ccc3c(c2)OCO3)Oc2c(NC(=O)Nc3ccccc3)cccc2C1=O,-0.1,-1.0
Cc1ccc(C(C)C)c(OCCCN2CCc3ccccc3C2)c1,0.5,13.0
CC1CCN(S(=O)(=O)c2cccc(C(=O)N(C)C3CCS(=O)(=O)C3)c2)CC1 (stereo not drawn),-2.2,11.5
CCOc1cccc(-c2c(C(=O)N/N=C/c3cccs3)nnn2-c2nonc2N)c1,-1.5,7.9
CC(C)N1CCC(=NNc2ccc([N+](=O)[O-])cc2S(=O)(=O)N2CCOCC2)CC1,-1.3,36.3
c1ccc(-n2c(-c3ccncc3)nnc2-c2ccco2)cc1,-0.9,9.4
O=C(Cc1ccc2c(c1)OCCO2)N1CCN(S(=O)(=O)c2cccs2)CC1,0.7,2.4
Cn1c(=O)[nH]c(=O)c2c1nc(NCCCn1ccnc1)n2CCOc1ccccc1,-0.5,-6.6
Cc1noc(C)c1COc1ccc2ccc(=O)oc2c1,-2.6,22.8
Cn1nc(C(=O)Nc2ccc(S(=O)(=O)Nc3ncccn3)cc2)ccc1=O,-1.7,15.2
COc1ccc(C)cc1NC(=O)C(OC(=O)c1ccc(Cl)c(S(=O)(=O)N(C)c2ccccc2)c1)c1ccccc1 (stereo not drawn),1.6,3.0
C(=C\c1ccccc1)/C=N/Nc1nc2ccccc2[nH]1,-1.3,15.0
COc1ccc(OC)c(N2Cc3ccccc3C2)c1,-1.1,17.6
O=C(/C=C/c1ccco1)NC(=S)Nc1ccc(C(=O)O)cc1,2.0,14.9
O=C(CN1C(=O)C2CCCCC2C1=O)Nc1nccs1 (stereo not drawn),-0.8,11.4
O=[N+]([O-])c1ccc(Cl)c(S(=O)(=O)NCC2CCCO2)c1 (stereo not drawn),-1.0,22.8
CC(C)(C)c1ccc(NC(=O)CN2C(=O)NC(C)(C3CC3)C2=O)cc1 (stereo not drawn),-1.6,1.1
CCOc1ccccc1NC(=S)NCCc1ccc(F)cc1,-1.1,12.9
Cc1cccc(N(C)C(=O)c2cc(S(=O)(=O)N3CCCC3)cn2C)c1,-1.2,3.7
CCNC(=O)c1cc(Br)ccc1Cl,-1.2,-2.7
COc1ccc(C(=O)N/N=C/c2c(CO)cnc(C)c2O)cc1,0.4,6.9
C[N+]1(CC#CC(O)(c2ccccc2)c2ccccc2)CCCC1,0.2,15.7
CCOc1ccccc1-c1nnc(CS(=O)(=O)c2ccccc2)o1,1.2,21.7
O=C(COC(=O)c1ccccn1)Nc1ccc2c(c1)OCCO2,-0.6,6.7
COC(=O)c1ccc(NC(=O)CCS(=O)(=O)c2ccc3c(c2)NC(=O)C(C)S3)cc1 (stereo not drawn),-2.3,12.2
CC1(c2nnc(Cc3ccccc3)o2)CC(c2c(Cl)cccc2Cl)=NO1 (stereo not drawn),-1.1,14.3
N/C(=N\OC(=O)c1ccccc1F)c1cccc([N+](=O)[O-])c1,-2.1,29.9
Fc1cnc(Cl)nc1N1CCN(c2ccccc2)CC1,-0.5,7.4
Cc1occc1C(=O)Nc1ccccc1C(=O)O,3.9,11.7
COc1ccccc1Oc1coc2c(CN3CCN(C)CC3)c(O)ccc2c1=O,-3.7,6.7
# The results go on:
SMILES,STK33 kinase inh,OX1R FRET antag
Cc1cc(C)c2c(n1)SCC(=O)N2CC(=O)Nc1cc(F)ccc1F,-0.6,21.6
CCOC(=O)c1c(NC(=O)CSc2nnnn2-c2ccccc2)sc2c1CCC(C)C2 (stereo not drawn),-5.3,-5.4
O=C(NCc1ccco1)C(c1ccco1)N(CCc1ccccc1)C(=O)Cn1nnc2ccccc21 (stereo not drawn),2.4,18.3
CC(C)(C)c1[nH]nc2c1C(c1ccco1)C(C#N)=C(N)O2 (stereo not drawn),-0.3,9.4
C=CCOc1ccc2c(c1)c(=O)cc(C(=O)O)n2CC,-2.0,7.2
COc1ccc(OCCC(=O)Nc2cc(C)on2)cc1,-0.9,21.2
COc1ccc(OC)c(NC(=O)c2cc(-c3cc(C)c(C)cc3O)n[nH]2)c1,-0.1,26.4
CCC(=O)NCCc1cc2cc(C)c(C)cc2[nH]c1=O,-0.8,3.7
Cc1cc(C)c(C)c(OCC(=O)O/N=C(\N)c2ccncc2)c1,0.7,8.9
COC(=O)C(=C/C=C/c1ccco1)C(=O)OC,0.4,9.2
Cc1cc(=S)cc(C)n1CCCn1ccnc1,-2.1,9.3
CC1=CCC[C@H]2[C@H](C1)C(=O)C[C@@H](C)[C@]2(C)CC/C(=C/CO)CO,x,3.5

# Single records, as listed above. Order of screens: STK33 kinase inh	OX1R FRET antag
# CCOC(=O)c1c(NC(=O)CSc2nnnn2-c2ccccc2)sc2c1CCC(C)C2 (stereo not drawn) is listed with -5.3	-5.4
# Cc1cc(=S)cc(C)n1CCCn1ccnc1 is listed with -2.1	9.3
# COC(=O)C(=C/C=C/c1ccco1)C(=O)OC is listed with 0.4	9.2

# The main list resumes, repeating the three entries before the break.
SMILES,STK33 kinase inh,OX1R FRET antag
COC(=O)C(=C/C=C/c1ccco1)C(=O)OC,0.4,9.2
Cc1cc(=S)cc(C)n1CCCn1ccnc1,-2.1,9.3
CC1=CCC[C@H]2[C@H](C1)C(=O)C[C@@H](C)[C@]2(C)CC/C(=C/CO)CO,x,3.5
C=C(C)c1cccc(C(C)(C)NC(=O)NC(c2ccccc2)c2ccc(OC)cc2)c1 (stereo not drawn),0.1,30.6
CC1CN(C(=O)c2cnn3c(C(F)F)cc(-c4ccccc4)nc23)CC(C)O1 (stereo not drawn),0.6,23.4
Cc1cc(C)c2oc(-c3ccc(C)c(NC(=S)NC(=O)/C=C/c4ccco4)c3)nc2c1,-0.8,3.6
CCOc1ccc(/C=C2\SC(=S)N(NS(=O)(=O)c3ccccc3)C2=O)cc1OC,-0.3,78.1*
Cc1cc2oc3c(c(=O)c2cc1C)C(c1ccc(F)cc1)N(CCCN1CCOCC1)C3=O (stereo not drawn),-0.4,11.4
COc1cc(/C=N\NC(=O)CNC(=O)C2COc3ccccc3O2)ccc1O (stereo not drawn),0.0,15.8
COc1ccc(C/C(C)=N/NC(=O)c2cc(C)oc2C)cc1,1.6,30.4
O=C1CC(c2cccc(Oc3ccccc3)c2)NC(=O)N1 (stereo not drawn),-1.6,5.4

# Screening data: PubChem BioAssay, several laboratories
